Compound activity from PubChem BioAssay.
PABP1 MLLE inh = inhibitors of PABP1 MLLE–PAM2 peptide binding, primary screen, biochemical, fluorescence polarization, FITC-PAM2, GST-MLLE; Polyadenylate-binding protein 1 (Homo sapiens), P11940; AID 588489, 2011; inhibition, % at 20 µM; hit rate 0.36% among 360,000; in the data active = inhibition above about 35%, passing the limit was not always enough;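 also: plate controls were DMSO wells with GST-MLLE for no effect and wells lacking GST-MLLE protein for full effect; some results filed as inactive read as strong as hits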
Target sequence (P11940 whole entry, looked up): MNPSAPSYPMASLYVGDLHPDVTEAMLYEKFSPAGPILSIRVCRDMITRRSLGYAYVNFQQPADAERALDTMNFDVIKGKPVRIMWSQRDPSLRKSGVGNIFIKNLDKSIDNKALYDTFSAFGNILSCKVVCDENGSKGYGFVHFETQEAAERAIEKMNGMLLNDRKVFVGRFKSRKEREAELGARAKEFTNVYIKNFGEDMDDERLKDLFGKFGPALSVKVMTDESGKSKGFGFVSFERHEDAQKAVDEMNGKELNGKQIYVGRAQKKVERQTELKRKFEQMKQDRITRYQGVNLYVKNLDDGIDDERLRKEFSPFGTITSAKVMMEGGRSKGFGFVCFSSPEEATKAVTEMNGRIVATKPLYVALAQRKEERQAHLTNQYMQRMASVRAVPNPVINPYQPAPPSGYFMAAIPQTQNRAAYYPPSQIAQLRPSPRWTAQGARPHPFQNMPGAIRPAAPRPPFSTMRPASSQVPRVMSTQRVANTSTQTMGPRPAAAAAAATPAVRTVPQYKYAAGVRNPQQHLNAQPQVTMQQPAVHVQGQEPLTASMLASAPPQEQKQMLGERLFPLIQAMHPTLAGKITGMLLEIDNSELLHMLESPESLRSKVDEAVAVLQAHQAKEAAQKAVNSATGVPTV
FAS TE block = FAS thioesterase domain inhibitors, primary screen, biochemical, fluorescence intensity, uHTS; AID 602261, 2012; Fatty acid synthase (Homo sapiens), P49327; inhibition, % at 15 µM; hit rate 0.67% among 360,000; recombinant FAS-TE, OMFH fluorogenic substrate, fluorescence endpoint;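 active = compounds whose normalised, plate-corrected inhibition of enzyme fluorescence in the single-dose primary screen is 50% or more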;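 also: 0% = DMSO with enzyme and 100% = substrate without enzyme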
E coli Lon inh = inhibitors of E. coli Lon protease, primary screen, biochemical, fluorescence polarization; purified E. coli Lon protease; inhibition, % at 7.94 µM; hit rate 0.42% among 360,000; AID 602123, 2011; in the data active = inhibition above about 13%, passing the limit was not always enough;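 also: 0% = enzyme with probe and DMSO and 100% = no enzyme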
Neddyl block = inhibitors of cullin neddylation, primary screen, biochemical, TR-FRET, uHTS, NAE and Ubc12. NEDD8-conjugating enzyme Ubc12 (Homo sapiens) + NEDD8-activating enzyme E1 regulatory …. calls only at 25 µM. hit rate 0.58% among 360,000; in the data active = inhibition above about 36%
Tb MetRS inh = T. brucei MetRS inhibitors, primary screen, biochemical, luminescence | methionyl-tRNA synthetase (Trypanosoma brucei brucei) | purified T. brucei MetRS, ATP depletion, Kinase-Glo luminescence | inhibition, % at 11.9 µM | hit rate 0.4% among 360,000 | AID 624268, 2012;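 active = inhibition above a per-plate cutoff of the control wells' mean inhibition plus 3 SD, cut at about 5.5% in these data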;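 also: 0% = DMSO wells median and 100% = median of wells with control inhibitor compound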
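System: purified T. brucei MetRS enzyme / Detection: Kinase-Glo luciferase luminescence reporting remaining unconsumed ATP / Medium: HEPES buffer with MgCl2, KCl, DTT, spermine, BSA, pyrophosphatase / Replication: singlicate, one well per compound / Evaluation: percent inhibition relative to median high and low control wells / Schedule: 2 h aminoacylation at 25 °C after 15 min preincubation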
Rin1-Abl PPI inh = inhibitors of Rin1-Abl protein binding, primary screen, biochemical, TR-FRET; Tyrosine-protein kinase ABL1 (Homo sapiens) + Ras and Rab interactor 1 (Homo sapiens), …; inhibition, % at 7.35 µM; AID 588664, 2011; hit rate 0.4% among 360,000; in the data active = inhibition above about 5%, passing the limit was not always enough
CSN inh = inhibitors of CSN-mediated cullin deneddylation, primary screen, biochemical, fluorescence polarization, uHTS | hit rate 0.38% among 360,000 | COP9 signalosome complex subunit 5 (Homo sapiens), Q92905 | inhibition, % at 12.5 µM | Purified CSN, SCF-Nedd8-OG deneddylation | AID 651999, 2013;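 active = pattern-corrected inhibition above about 35%, with an unprinted fluorescence ratio check between 0.5 and 1.5, limit read from the data, passing the limit was not always enough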;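 also: 0% = enzyme with substrate and 100% = substrate without enzyme; some results filed as inactive read as strong as hits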
Target sequence (Q92905 whole entry, looked up, one chain of several): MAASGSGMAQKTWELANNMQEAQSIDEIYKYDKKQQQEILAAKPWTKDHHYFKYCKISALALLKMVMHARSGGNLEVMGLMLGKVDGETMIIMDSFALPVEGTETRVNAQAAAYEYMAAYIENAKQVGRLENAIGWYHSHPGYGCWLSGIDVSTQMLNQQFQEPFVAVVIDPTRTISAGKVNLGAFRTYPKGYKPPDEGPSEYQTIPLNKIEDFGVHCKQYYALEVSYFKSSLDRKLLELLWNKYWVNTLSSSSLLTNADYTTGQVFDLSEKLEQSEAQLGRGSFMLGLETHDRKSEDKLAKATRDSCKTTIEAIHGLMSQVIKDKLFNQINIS
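Assay system: purified human Csn5 enzyme expressed in HEK293T cells; measure: % inhibition; also added: SCFSkp2-Nedd8OG substrate at 10 nM final; technique: fluorescence polarization; times: reaction 90 min, room temperature; medium: Tris buffer pH 7.5, NaCl, DTT, Tween-20, trehalose, ovalbumin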
bovine MsrA act = bovine MsrA enzyme activators, primary screen, biochemical, absorbance, HTS | Methionine sulfoxide reductase A (Bos taurus) | purified bovine MsrA, absorbance read-out | activation, % at 10.6 µM | hit rate 0.3% among 360,000; in the data active = activation above about 7.5%;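 also: 0% = vehicle and 100% = reference activator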
MsrA inh = bovine MsrA enzyme inhibitors, primary screen, biochemical, absorbance, HTS; Methionine sulfoxide reductase A (Bos taurus); purified bovine MsrA, absorbance read-out; inhibition, % at 15.5 µM; hit rate 0.75% among 360,000; AID 651718, 2012; in the data active = inhibition above about 4.5%;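 also: 0% = vehicle wells with enzyme and 100% = reference inhibitor wells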
* marks the source's active call; other numbers are inactive results; i = inactive; · = not tested or not shown. Not a hit list; 4% or so of the library scored in one or more.

Below each compound: PABP1 MLLE inh	FAS TE block	E coli Lon inh	Neddyl block	Tb MetRS inh	Rin1-Abl PPI inh	CSN inh	bovine MsrA act	MsrA inh
Cc1ccc(S(=O)(=O)CCC(=O)OC(C)C(=O)Nc2ccc(N3CCOCC3)cc2)cc1 (configuration not stated)
→ 0	-6	3	i	0.5	-3	3	-2	-0.7
Cc1ccc(C(=O)NC(=S)N(C)Cc2ccccc2)cc1
→ 9	3	7	i	-1.1	3	1	-7	-0.4
CC(=O)Nc1nnc(Cc2ccccc2)s1
→ 5	-1	-2	i	-0.5	0	4	8.6*	-0.7
COc1ccc(-n2nc(C(N)=O)c(O)cc2=O)cc1
→ -12	-3	1	i	-0.7	0	-14	-4	0.5
CS(=O)(=O)N1N=C(c2ccccc2)CC1c1ccc2c(c1)OCO2 (configuration not stated)
→ -98	-62	-80	i	0.1	0	158	-4	-0.6
Fc1cccc(CN2CCN(c3nc4nonc4nc3NC3CC3)CC2)c1
→ 12	-2	1	i	0.1	1	-7	-6	3.5
Cc1nn(-c2ccc(N3CCCCC3)nn2)c(C)c1CCC(=O)Nc1cc(F)ccc1F
→ 11	7	-1	i	0.0	3	0	-2	0.2
CON(C)c1nc(OCCNC(=O)OCc2ccc(Cl)cc2Cl)nc(N(C)C)n1
→ -2	-10	-4	i	-1.0	1	3	-1	-1.1
CCC(=O)c1ccc(OCC(=O)OCC(=O)c2c(N)n(C)c(=O)n(C)c2=O)cc1
→ 6	2	-5	i	-0.2	4	2	-4	-0.5
CC(=O)N1c2ccc(S(=O)(=O)NCCc3ccc(Cl)cc3)cc2CC1C (configuration not stated)
→ 1	0	4	i	-0.6	1	-4	-4	1.4
C[C@H](c1ccccc1)N1C[C@@H](COCc2ccccc2)Oc2cc(N3CC[C@H](O)C3)ccc2S1(=O)=O
→ ·	18	-6	i	-0.8	·	3	-1	-0.3
CC(=O)N1CCN(c2ccc(C(N)=O)cc2[N+](=O)[O-])CC1
→ 9	-2	-17	i	-0.5	-8	2	-4	-0.2
CCn1c(SCC(=O)NCc2ccccc2)nnc1-c1cccnc1
→ -7	-8	-6	i	-0.7	5	1	-9	-0.1
COCCCn1c(=O)/c(=C\c2ccccc2OC(F)F)s/c1=C(/C#N)C(=O)NC(C)C
→ -28	7	-4	i	-0.3	3	36*	1	0.0
O=C(CCC(=O)N(CC(=O)NC1CCCC1)Cc1ccccc1)Nc1nccs1
→ -3	-3	-2	i	0.0	3	-1	-1	0.1
O=C(CCl)Nc1cccc2ncccc12
→ 14	-7	6	i	-0.3	2	6	0	-0.3
COc1cc(C)ccc1OCCOCCOc1ccc(C)cc1[N+](=O)[O-]
→ 9	17	-3	i	-0.7	1	-9	-4	0.7
Cc1cccc(/N=C2/NC(=O)C(Cc3ccccc3)S2)n1 (configuration not stated)
→ 13	-1	-1	i	0.1	-2	-4	-2	0.2
CCCCOc1cccc(C(=O)Nc2ccc(S(=O)(=O)Nc3nnc(CC)s3)cc2)c1
→ 8	22	-8	i	0.2	0	3	-2	-0.1
COc1ccccc1N1CC(C(=O)Nc2cc(C(F)(F)F)ccc2N2CCCC2)CC1=O (configuration not stated)
→ -21	63*	-5	i	0.6	1	-4	-1	0.5
N#Cc1ccc(CSc2nnc(-c3cccnc3)o2)cc1
→ 3	-4	11	i	-0.5	0	2	3	0.1
COc1ccc(NC(=O)N(C)C[C@H]2Oc3ncc(C#C[C@@H](C)O)cc3C(=O)N([C@H](C)CO)C[C@H]2C)cc1
→ 14	-6	-3	i	-0.8	-1	-1	-3	-0.7
CCN(CC)C(=O)C1=C(C)N(Cc2ccc(C(C)(C)C)cc2)C(=O)C(CC(=O)NCc2ccco2)C1 (configuration not stated)
→ 1	2	2	i	-0.9	-1	-1	0	-0.6
C=CC[C@@H](Cc1ccc(F)cc1)C(=O)OC[C@H]1CCCN1C(=O)[C@H](CC=C)CC(=O)N[C@H](CO)Cc1ccccc1
→ 10	28	10	i	-0.5	1	-1	-8	-0.3
O=C(c1cccc(Oc2c(Cl)cccc2[N+](=O)[O-])c1)N1CCOCC1
→ 1	0	-12	i	-0.3	-1	3	-3	0.0
CC(CC(=O)Nc1cc([N+](=O)[O-])ccc1Cl)c1ccccc1 (configuration not stated)
→ 0	48	-3	i	-0.3	0	7	-3	1.3
COCCCn1c(C(=O)NCCC2=CCCCC2)cc2c(=O)n3ccccc3nc21
→ -2	6	-7	i	-0.8	0	5	-4	0.4
Cc1ccc(SCCC(=O)NCc2ccccn2)cc1
→ 7	-6	6	i	-0.1	-2	-6	-2	-0.2
O=c1cc(N/N=C/c2ccccc2)[nH]c(=O)[nH]1
→ -26	-2	5	i	0.6	0	1	-1	1.3
O=C1/C(=C/c2ccc(O)cc2)SC(=S)N1CC1CCCO1 (configuration not stated)
→ -128	-11	-256	i	0.3	-4	94*	11*	2.4

Structures listed above marked active in CSN inh:
| canonical_smiles | PABP1 MLLE inh | E coli Lon inh | Neddyl block | Tb MetRS inh | Rin1-Abl PPI inh | CSN inh | bovine MsrA act | MsrA inh |
| --- | --- | --- | --- | --- | --- | --- | --- | --- |
| COCCCn1c(=O)/c(=C\c2ccccc2OC(F)F)s/c1=C(/C#N)C(=O)NC(C)C | -28 | -4 | i | -0.3 | 3 | 36* | 1 | 0.0 |
| O=C1/C(=C/c2ccc(O)cc2)SC(=S)N1CC1CCCO1 (configuration not stated) | -128 | -256 | i | 0.3 | -4 | 94* | 11* | 2.4 |

Continued:
Below each compound: PABP1 MLLE inh	FAS TE block	E coli Lon inh	Neddyl block	Tb MetRS inh	Rin1-Abl PPI inh	CSN inh	bovine MsrA act	MsrA inh
COc1cc(C2/C(=C(\O)c3ccc4c(c3)CC(C)O4)C(=O)C(=O)N2c2nnc(C)s2)cc(OC)c1OC (configuration not stated)
→ 9	-4	6	i	0.0	-1	2	-2	1.5
COc1cccc(CNC(=O)[C@@H]2CCCN2C(=O)[C@@H]2CCCN2C(=O)c2cccs2)c1
→ ·	-12	-5	i	-0.2	·	-6	0	-0.7
Cc1ccc(N=C2SCCCN2C(=O)c2cccc(N3C(=O)CCC3=O)c2)cc1Cl
→ 3	-2	2	i	-0.1	-2	0	-4	-0.5
Cc1ccc(-c2cc(C(=O)Nc3nccs3)c3ccccc3n2)c(C)c1
→ -8	25	7	i	-1.1	5	-2	-7	2.3
O=C(NC(=S)Nc1cccnc1Cl)c1ccc(Cl)cc1
→ 27	9	0	i	0.1	2	-1	-1	0.1
CC1CCN(C(=O)Cn2cnc3c(cnn3C(C)(C)C)c2=O)CC1
→ -12	-3	6	i	-0.4	0	1	-3	0.7
Nc1ccc2c(c1)nnn2-c1ccccc1
→ 12	-4	-13	·	-0.8	-6	1	-3	2.5
O=C(O)c1cc(-c2ccccc2Cl)n(-c2ccccc2)n1
→ -2	-5	-1	i	-1.0	0	-1	0	-1.3
N#Cc1c(/N=C/c2cc3ccccc3s2)sc2c1CCC2
→ 15	-1	-16	i	-0.4	3	1	-13	1.4
CC1CCC(NC(=O)c2cccc(S(=O)(=O)N3CCN(c4ccc(F)cc4)CC3)c2)CC1 (configuration not stated)
→ -16	9	-3	i	-0.2	0	-6	-1	-0.5
CC(=O)N(c1ccccc1)C(C(=O)c1ccccc1)c1ccccc1 (configuration not stated)
→ -8	7	-4	i	-0.2	2	1	-6	1.3
CC(=O)Nc1ccc(NC(=O)C(C)OC(=O)C2CC(=O)N(CCc3ccccc3)C2)cc1 (configuration not stated)
→ -41	-3	-5	i	-0.4	1	-2	-2	-1.4
Cc1ccc(NS(=O)(=O)c2ccc(Cl)nc2)c(C)c1
→ -11	-1	-16	i	-0.7	3	5	-10	1.2
COc1cccc(OC)c1C(=O)Nc1nc(COc2ccccc2)cs1
→ 14	14	4	i	0.4	-3	4	-3	-0.4
O=C(Nc1ccc(N2CCOCC2)cc1)c1cccc2ccccc12
→ 15	-2	7	i	-0.2	0	-3	2	1.5
O=C(NN1C(=O)C2C3C=CC(O3)C2C1=O)c1cccc(O)c1 (configuration not stated)
→ -2	-8	2	i	-0.5	2	-3	-4	1.9
Cc1ccc(OCC(=O)NNC(=O)c2ccoc2C)c(Br)c1
→ 0	-1	0	i	0.5	2	-20	-1	-0.6
CC1(C)Oc2ccc(C(=O)N3CCOCC3)cc2N(CC(=O)Nc2ccccc2)C1=O
→ -9	0	-8	i	0.9	0	-5	-1	0.6
CCOc1ccc(C(=O)CSCC(=O)O)cc1
→ 20	-4	-1	i	0.2	-3	-2	-3	0.8

Taken from above:
`CC(=O)Nc1ccc(NC(=O)C(C)OC(=O)C2CC(=O)N(CCc3ccccc3)C2)cc1` (configuration not stated) | Tb MetRS inh: -0.4
`Cc1ccc(NS(=O)(=O)c2ccc(Cl)nc2)c(C)c1` | FAS TE block: -1
`CC(=O)N(c1ccccc1)C(C(=O)c1ccccc1)c1ccccc1` (configuration not stated) | Tb MetRS inh: -0.2
`CC1CCN(C(=O)Cn2cnc3c(cnn3C(C)(C)C)c2=O)CC1` | FAS TE block: -3

Structures above that contain two or more sulfur atoms, in the order listed:
Below each compound: PABP1 MLLE inh	FAS TE block	E coli Lon inh	Neddyl block	Tb MetRS inh	Rin1-Abl PPI inh	CSN inh	bovine MsrA act	MsrA inh
CCCCOc1cccc(C(=O)Nc2ccc(S(=O)(=O)Nc3nnc(CC)s3)cc2)c1
→ 8	22	-8	i	0.2	0	3	-2	-0.1
O=C1/C(=C/c2ccc(O)cc2)SC(=S)N1CC1CCCO1 (configuration not stated)
→ -128	-11	-256	i	0.3	-4	94*	11*	2.4
N#Cc1c(/N=C/c2cc3ccccc3s2)sc2c1CCC2
→ 15	-1	-16	i	-0.4	3	1	-13	1.4
